Screens as filed in PubChem BioAssay.
KB-3-1 tox – kills parental KB-3-1 adenocarcinoma cells; KB-3-1 viability, CellTiter-Glo ATP luminescence, 72 h; Potency, µM (doses to about 46.1 µM), for the others: top-dose activity change, negative = cytotoxic, most hits filed as cytotoxic; 400,000 tested, 1.4% active; AID 1347075; further: nearly all actives have a fitted effect of over 60% in size
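Parental KB-3-1 viability, qHTS format: 72 h compound exposure, 37 °C; CellTiter-Glo; media-only wells and DMSO plates as controls; concentration-effect fits on corrected data.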
ATXN2 expr inh – inhibitors of ATXN2 expression. HEK-293 ATXN2-luciferase reporter, luminescence, 24 h. Potency, µM (series often up to 57 µM), for inactives: at the top dose activity change, negative = inhibition, usual class: inhibitors. 360,000 tested, 0.72% active. AID 1745845; further: nearly all actives have a fitted effect of over 55% in size
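qHTS (up to 57 uM final) was run with 24 h compound exposure of reporter cells at 37 °C. Each well was multiplexed: SteadyGlo luminescence measured ATXN2-luciferase expression after a fluorogenic Gly-Phe-AFC viability readout (25 uM final).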
KB-V1 cytotox – kills drug-selected multidrug resistant KB-V1 cells | KB-V1 MDR cells viability, CellTiter-Glo, 72 h | Potency, µM (doses to about 46.1 µM), without a hit: at the highest dose activity change, negative = cytotoxicity, most hits filed as cytotoxic | 400,000 tested, 3.4% active; further: nearly all actives have a fitted effect of over 60% in size
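Cells of the MDR subline KB-V1 are plated, dosed with compound at multiple concentrations, and incubated 72 h at 37 degrees C; CellTiter-Glo is then added and luminescence read after 10 min.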
Active calls of the source: *; ? = inconclusive. The call rests on the fitted dose curve; in most records, active means well fitted curve in the direction sought with a large enough effect; inconclusive means small, poorly fitted or top-dose-only effect, or another doubt; inactive means no such curve, though single readings can be large; an effect the other way counts as inactive or inconclusive. On the % scale 0 is the no-effect control and ±100 the full control effect; potency means the concentration at half of the fitted maximal effect. The list is partial; the hit share may differ from the screen's.

No.	molecule	KB-3-1 tox	ATXN2 expr inh	KB-V1 cytotox
1	Cc1cccc(C(=O)n2nc(-c3ccco3)nc2NCc2ccccc2)c1	-0.6%	11.5%	25.8%
2	COc1cccc(Cn2c(C)c(CNC3CCCCC3)c(C(=O)O)c2C)c1	11.8%	8.6%	-9.8%
3	Fc1cc(F)c2ncc3c(-c4ccccc4)nn(-c4cccc(Cl)c4)c3c2c1	14.0%	-3.4%	?
4	CCOC(=O)c1cnn(-c2cccc(Cl)c2)c1C1CCN(C(=O)OC(C)(C)C)CC1	?	0.6%	?
5	CCOCCCNC(=O)c1ccc(NC(=O)N2CCCCc3ccccc32)cc1	-2.1%	11.2%	3.6%
6	CC(=O)Nc1nonc1-c1nnc(SCC(=O)Nc2ccc(C)cc2)n1-c1ccccc1	14.2%	-17.5%	-10.4%
7	CCCCOc1ccc(C2=NC(c3ccccc3)=Nc3ccc(OC)cc3N2)cc1	0.1%	17.4%	2.3%
8	COc1ccc(N2CCN(S(=O)(=O)c3c(C)[nH]c(=O)[nH]c3=O)CC2)cc1	7.6%	3.4%	5.1%
9	Cc1ccc(Cl)cc1N1CCN(S(=O)(=O)c2cc(Br)cc3c2N(C(=O)C2CC2)CC3)CC1	-7.5%	6.2%	-3.0%
10	CCN(Cc1ccccc1)S(=O)(=O)c1ccc(F)c(C(=O)Nc2cc(C(F)(F)F)ccc2Cl)c1	-5.6%	-1.2%	-4.6%
11	Cc1ccc(NC(=O)N2CCN(c3cc(-c4noc(C)n4)ccc3C)CC2)c(C)c1	19.3%	10.2%	-5.7%
12	Cc1ccc(C(=O)c2oc3ccccc3c2NC(=O)Cc2ccccc2)cc1	4.0%	-25.8%	-40.7%
13	COc1ccc(C(=O)N2CCN(c3nc4c(C)c(Cl)ccc4s3)CC2)c(OC)c1	0.0%	-10.4%	4.0%
14	COc1ccccc1CNC(=O)c1cc2sccc2n1Cc1ccc(F)cc1	0.0%	-4.8%	11.7%
15	CC1CCCN(C(=O)c2cc3c(Cl)nc4ccccc4c3s2)C1 (stereo not given)	0.1%	6.8%	?
16	Cc1nn(Cc2ccc(F)cc2)c(C)c1NC(=O)c1cc(CC(C)C)on1	?	-29.1%	?
17	Cc1ccc(C)c(N2CCN(C(=O)C(CC(C)C)NS(=O)(=O)c3ccc4nc(C)sc4c3)CC2)c1 (stereo not given)	-22.6%	0.0%	?
18	Cc1cccc(N2CCN(C(=O)CN3C(=O)COc4ccc(S(=O)(=O)N5CCOCC5)cc43)CC2)c1C	-1.0%	6.8%	?
19	CCn1c(=O)cc(SCC(=O)NCc2ccc(OC)cc2OC)c2ccccc21	-11.5%	0.4%	-8.1%
20	NS(=O)(=O)c1ccc(NC(=O)CCn2c(=O)oc3ccccc32)cc1	19.5%	10.9%	0.0%
21	O=C(Cn1c(=O)n(-c2ccc(Cl)cc2)c(=O)c2c3c(sc21)CCCCC3)Nc1cccc(Cl)c1	2.4%	7.9%	-13.7%
22	Cc1ccc(C)c(Cn2c(=O)n(Cc3ccccc3)c(=O)c3sc4ccccc4c32)c1	-15.7%	15.2%	-25.6%
23	COC(=O)c1ccccc1NC(=O)Cn1c(=O)n(-c2ccc(Cl)cc2)c(=O)c2c(C)c(C)sc21	-4.6%	14.9%	0.0%
24	O=S(=O)(c1ccccc1)n1nc(-c2ccc(Cl)cc2)nc1NCc1ccc(F)cc1	?	-13.2%	?
25	COc1ccc(S(=O)(=O)c2cnc3ccc(Cl)cc3c2N2CCCCC2C)cc1 (stereo not given)	?	?	?
26	CCn1c(CNC(=O)c2ccc(OC)cc2)nnc1SCC(=O)Nc1ccc(C)cc1	-4.8%	-3.0%	-7.0%
27	O=C(Cn1cc(S(=O)(=O)N2CCN(c3ccccc3F)CC2)c2ccccc2c1=O)Nc1cccc(C(F)(F)F)c1	-3.3%	-10.5%	-0.2%
28	Cc1cccc(Nc2nnc(-c3ccc(C)c(S(=O)(=O)NCC4CCCO4)c3)c3ccccc23)c1 (stereo not given)	-24.9%	?	-4.2%
29	CCOc1ccccc1NC(=O)c1ccc2c(c1)CCN2S(C)(=O)=O	-1.6%	18.2%	-10.8%
30	CC(C(=O)NCc1ccc(Cl)cc1)n1ccc2cc(S(=O)(=O)N3CCCCCC3)ccc21 (stereo not given)	?	-9.0%	?
31	CCc1ccccc1NS(=O)(=O)c1ccc2c(c1)OCC(C(=O)N1CCCC1)O2 (stereo not given)	-18.3%	-3.3%	-7.0%
32	Cc1ccc(NC(=O)CSc2nc(-c3ccco3)nc3cc(=O)[nH]n23)cc1	-4.5%	10.6%	?
33	Cc1ccc(C)c(Cn2c(SCC(=O)NCc3ccccc3)nc3ccccc32)c1	1.0%	6.9%	7.8%
34	COc1ccc(CNC(=O)c2ccc(CNS(=O)(=O)c3ccc(OC)cc3)cc2)cc1	0.5%	16.2%	0.0%
35	CN1CC(=O)N(CC(=O)Nc2ccc(Cl)c(C(F)(F)F)c2)c2ccccc2C1=O	-21.7%	12.4%	-10.6%
36	Cc1cc(C)c(NC(=O)CCN2CCCCC2)c(C)c1	-6.7%	-5.8%	-8.8%
37	Cc1ccc(N2CCN(S(=O)(=O)c3nnc(NC(=O)c4ccc(C(C)C)cc4)s3)CC2)cc1	-2.2%	21.7%	21.0%
38	COc1ccccc1C(=O)n1nc(-c2ccccc2)nc1NCc1ccc(Cl)cc1	?	3.4%	14.6µM*
39	Cc1cccc(NC(=O)CSc2nc(=O)n(Cc3cccnc3)c3c2CCC3)c1	6.0%	-14.6%	-0.2%
40	COc1cc(-c2noc(-c3ccc(N4CCCCC4)c([N+](=O)[O-])c3)n2)cc(OC)c1OC	-0.3%	9.8%	?
41	Cc1ccc(C(=O)NCC(c2ccc3c(c2)OCO3)N2CCOCC2)cc1 (stereo not given)	-13.5%	4.1%	2.4%
42	Cc1ccc(Cl)cc1-n1nnc(-c2nc(-c3ccc4c(c3)OCO4)no2)c1C	-3.7%	11.5%	14.0%
43	O=C(CCCCn1c(=O)c2ccccc2n(Cc2ccccc2F)c1=O)NCc1ccccc1Cl	8.6%	-5.1%	0.0%
44	COc1cccc(-c2cc(C(=O)Nc3ccc(OC)cc3OC)no2)c1	-2.8%	2.4%	0.0%
45	Cc1ccc(CCNC(=O)c2c(C)nn(-c3ccc(F)cc3)c2-n2cccc2)cc1	3.26µM*	-23.7%	5.8µM*
46	COc1cccc(-c2cc(C(=O)Nc3cnn(Cc4ccc(Cl)cc4Cl)c3)no2)c1	-15.6%	-4.2%	-4.9%
47	N#Cc1ccc(-c2cccs2)nc1SCc1ccc(Br)cc1	2.2%	16.1%	6.2%
48	CC1CCC(NC(=O)c2ccc3c(c2)N(Cc2ccccc2F)C(=O)c2ccccc2S3=O)CC1 (stereo not given)	0.2%	36.9%	-5.7%
49	COc1ccc(OC)c(-c2noc(CSc3nnc(Cc4ccccc4)n3-c3cccc(C)c3)n2)c1	-7.4%	0.0%	-25.0%
50	Cc1ccc(-c2cc(C(=O)NCc3ccccc3Cl)c3ccccc3n2)cc1C	6.9%	-0.7%	16.5%
51	COc1ccccc1OCC(=O)NC1CC(=O)N(c2ccc3c(c2)OCCO3)C1 (stereo not given)	-20.3%	-0.1%	-1.6%
52	COc1ccccc1N1CCN(c2cc(C)nc3nc(-c4ccc(C)cc4)nn23)CC1	2.1%	6.5%	0.8%
53	CCOC(=O)c1c(C)[nH]c(C)c1S(=O)(=O)NCC(=O)Nc1cccc(SC)c1	3.8%	-12.1%	0.0%
54	O=S(=O)(NCc1ccc(F)cc1)c1ccc2[nH]c3c(c2c1)CCCC3	-3.9%	0.0%	0.0%
55	CCc1ccccc1NC(=O)C1=CC(c2ccc3c(c2)OCO3)=NS(=O)(=O)N1C	-1.8%	7.6%	0.1%
56	CCOc1ccc(S(=O)(=O)c2cn(Cc3cc(C)ccc3C)c3ccc(OCC)cc3c2=O)cc1	18.8%	7.4%	?
57	Cc1ccc2oc3c(c(=O)c2c1)C(c1ccc(O)cc1)N(CCCN(C)C)C3=O (stereo not given)	-0.8%	10.2%	?
58	COc1ccc(C2C=C(c3ccccc3)Nc3nc(NC(=O)/C=C/c4ccccc4)nn32)cc1 (stereo not given)	3.2%	2.4%	16.9%
59	COc1ccccc1CNC(=O)c1cn(C)c2ccc(S(=O)(=O)N3CCC(C)CC3)cc2c1=O	11.6%	12.0%	18.5%
60	COC(=O)c1ccc(NC(=O)CN(Cc2ccccc2)S(=O)(=O)c2ccc(Cl)cc2)cc1	?	?	?

Single records (already shown). Order of screens: KB-3-1 tox	ATXN2 expr inh	KB-V1 cytotox
COc1cccc(-c2cc(C(=O)Nc3ccc(OC)cc3OC)no2)c1 as listed: -2.8%	2.4%	0.0%
COc1ccccc1N1CCN(c2cc(C)nc3nc(-c4ccc(C)cc4)nn23)CC1 as listed: 2.1%	6.5%	0.8%

Additional compounds:
No.	molecule	KB-3-1 tox	ATXN2 expr inh	KB-V1 cytotox
61	CN(C)c1ccc(CNC(=O)CCCn2ccc3cc(S(=O)(=O)N4CCCC4)ccc32)cc1	?	-16.9%	?
62	Cc1oc2ccc(O)c(CN3CCOCC3)c2c1C(=O)Nc1ccc(C(C)C)cc1	-14.6%	-13.7%	-4.4%
63	Cc1cccc2c1-c1sc(C(=O)NCc3ccc(Cl)cc3)cc1CO2	9.3%	-4.8%	3.6%
64	Cc1ccc(C)c(NC(=O)CN2C(=O)C(C)(C)c3ccccc32)c1	?	-10.6%	?
65	Cc1ccc(CNC(=O)CCCCn2c(=O)c3ccccc3n(Cc3ccc(Cl)cc3)c2=O)cc1	0.0%	5.7%	7.8%
66	COc1cccc(OC)c1C(=O)NCCc1csc(-c2ccc(Cl)cc2)n1	-14.4%	?	-20.7%
67	COc1cccc(CNC(=O)c2ccc3nc(CCc4ccccc4)oc3c2)c1OC	5.2%	6.0%	-14.2%
68	CC1CCN(c2ccc(-c3cccc(NS(=O)(=O)c4cccs4)c3)nn2)CC1	20.1%	26.1%	0.0%
69	COCCNC(=O)CCn1c(=O)c2cc(OC)c(OC)cc2n(CC(=O)Nc2ccc(F)c(Cl)c2)c1=O	-10.9%	4.0%	4.6%
70	COc1cccc(-c2cc(C(F)(F)F)n3ncc(C(=O)OC(C)C)c3n2)c1	-2.9%	-0.5%	-1.4%
71	Cc1ccc(C)c(NC(=O)c2cc(S(=O)(=O)NCCc3ccccc3)ccc2F)c1	-2.6%	?	?
72	CCc1ccc(NC(=O)C(C)n2nnc3sc(-c4ccccc4)cc3c2=O)cc1 (stereo not given)	3.9%	1.8%	2.6%
73	C#CCn1c(C2CC(=O)N(c3ccc(OC)cc3)C2)nc2ccccc21 (stereo not given)	2.6%	0.3%	9.8%
74	COC(=O)c1ccccc1NC(=O)C1CCCN(C(=O)c2cnn(-c3ccc(F)cc3)c2-n2cccc2)C1 (stereo not given)	?	20.3%	18.4µM*
75	Cc1ccc(N2CCN(C(=O)Cc3c(C(=O)O)c(C)cn3C)CC2)c(C)c1	6.9%	-0.5%	23.8%
76	COc1cc(C2CC(=O)N(Cc3ccc(F)cc3)c3ccccc3S2)cc(OC)c1OC (stereo not given)	?	?	11.6µM*
77	COC(=O)c1ccc(OCC2c3cc(OC)c(OC)cc3CCN2C(=O)c2ccc(F)cc2)cc1 (stereo not given)	-3.7%	-23.3%	?
78	O=C(CSCc1cc(=O)c2ccccc2[nH]1)Nc1cccc(C(F)(F)F)c1	-2.9%	-12.1%	9.1%
79	COc1ccccc1NC(=O)N1CCOc2ccccc21	4.2%	-1.8%	15.9%
80	Cc1ccc2c(CNC3CCCC3)c(C(=O)O)n(Cc3ccc(F)cc3)c2c1	0.0%	0.7%	0.0%
81	Cc1cccc(NC(=O)c2c(NC(=O)c3ccco3)sc3c2CCC(C(C)(C)C)C3)c1 (stereo not given)	0.5%	9.0%	0.7%
82	CCCCn1c2ccccc2c2nnc(SCC(=O)Nc3ccc(NC(C)=O)cc3)nc21	-2.1%	5.3%	0.0%
83	COc1ccc(C(=O)O)cc1Nc1nc2ccc(C)cc2n2cnnc12	-16.4%	5.7%	-20.7%
84	CCOC(=O)c1noc2nc(C)n(CC(=O)Nc3cccc(OC)c3)c(=O)c12	-6.6%	0.4%	?
85	COc1cc(OC)c(NS(=O)(=O)c2cc3c(cc2C)NC(=O)CO3)cc1Cl	-12.6%	-11.5%	26.4%
86	COc1ccc(CCNC(=O)CCS(=O)(=O)c2cc(Br)cc3c2N(C(C)=O)CC3)cc1OC	14.5%	9.3%	22.2%
